IL-1B inflam inh = qHTS for Inhibitors of Inflammasome Signaling: IL-1-beta AlphaLISA Primary Screen. THP-1 LPS/ATP IL-1B secretion, AlphaLISA, 16 h; active compounds read low. 4.7% of 360,000 active. activity change, % at 57.5 µM; in the data active = activity change below about -50%; inconclusive = mostly about -30% to -49%; note: % is set by controls: 0 for no effect and ±100 for the full control effect
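THP-1 cells pretreated 1 hr with compounds (up to 57.5 uM final), then stimulated with LPS (250 ng/mL final) plus ATP (1.25 mM final); secreted IL-1B measured by AlphaLISA after 16 hr, decreased signal indicating inhibition.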
HT1080 IDH1KD tx = qHTS for induction of synthetic lethality in tumor cells producing 2HG: qHTS for the HT-1080-IDH1KD cell line | HT-1080 IDH1 knockdown viability, ATP luminescence, 48 h | Potency, µM (titrated, usually from 46.1 µM), for inactives: at the highest dose activity, negative = toxicity, usual class: cytotoxic | 2% of 360,000 active | AID 686971, 2013;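 note: potency is the fitted concentration of half-maximal effect; 0% = DMSO wells and -100% = cell-free medium wells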
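IDH1KD HT-1080 cells, 750/well, RPMI + 5% FBS; compound pinned after 2 h settling; 48 h, 37 °C; CellTiter-Glo luminescence; % activity normalised to DMSO and no-cell wells; curves fitted, classed by r2 and efficacy.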
GLP1R cytotox = qHTS of GLP-1 Receptor Inverse Agonists: Cytotox Screen; 0.13% of 410,000 active; HEK293 cAMP-luciferase reporter cells, luminescence, 24 h; AID 624418, 2012; Potency, µM (top dose mostly 38.3 µM), for inactives: top-dose activity change, negative = inhibition, usual class: inhibitors;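 note: loss of luciferase light is scored as toxicity; potency is the fitted concentration of half-maximal effect; % is set by controls: 0 for no effect and ±100 for the full control effect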
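A 23 nL compound transfer followed 12 hours of cell culture at 37 deg C; exposure then lasted 24 hr. Luciferase assay detection reagent was dispensed and plates read for luminescence after a 12 min room-temperature wait.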
MCF10A rerep = A quantitative high throughput screen for small molecules that induce DNA re-replication in MCF 10a normal breast cells | MCF 10A DNA re-replication, Hoechst nuclear intensity, 48 h | Potency, µM (highest dose often 46.1 µM), for the others: top-dose activity, positive = re-replication, hits mostly activators | 2.9% of 350,000 active | AID 624296, 2012; note: potency is the fitted concentration of half-maximal effect; % of control where 0% means no effect; nearly all actives have a fitted effect of over 50% in size
SW480 rerep = A quantitative high throughput screen for small molecules that induce DNA re-replication in SW480 colon adenocarcinoma cells; SW480 DNA re-replication, Hoechst DNA content imaging, 48 h; Potency, µM (doses to about 46.1 µM), inactives show at the top dose re-replication activation, usual class: activators; 1.8% of 340,000 active; AID 624297, 2012; note: potency is the fitted concentration of half-maximal effect; % of control where 0% means no effect; nearly all actives have a fitted effect of over 55% in size
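Image-based DNA-content assay: after two days of treatment, nuclei were labelled with the DNA dye Hoechst and imaged, and hits were compounds raising the count of nuclei showing high fluorescence intensity.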
KB-3-1 tox = qHTS assay for MDR1-selective chemotherapeutics: Primary screen using the parental adenocarcinoma cell KB-3-1; KB-3-1 viability, CellTiter-Glo ATP luminescence, 72 h; Potency, µM (top dose mostly 46.1 µM), without a hit: top-dose activity change, negative = cytotoxic, most hits filed as cytotoxic; 1.4% of 400,000 active; AID 1347075, 2019; note: potency is the fitted concentration of half-maximal effect; % is set by controls: 0 for no effect and ±100 for the full control effect; nearly all actives have a fitted effect of over 60% in size
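Parental KB-3-1 adenocarcinoma cells in phenol-red-free DMEM with 10% FBS were pin-treated with compounds at several concentrations, incubated 72 h at 37 °C, and viability read by CellTiter-Glo luminescence; concentration-effect curves were fitted after normalization.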
HT1080NT lethal = qHTS for induction of synthetic lethality in tumor cells producing 2HG: qHTS for the HT-1080-NT fibrosarcoma cell line; HT-1080-NT fibrosarcoma viability, CellTiter-Glo ATP luminescence, 48 h; Potency, µM (series often up to 46.1 µM), for the others: at the top dose activity, negative = less viability, hits mostly cytotoxic; 1.6% of 360,000 active; AID 686970, 2013;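 note: NT is the 2HG producing partner of a matched IDH1 knockdown line; potency is the fitted concentration of half-maximal effect; 0% = DMSO-treated cells and -100% = media-only wells without cells; nearly all actives have a fitted effect of over 55% in size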
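Compounds were tested in concentration-response format on HT-1080-NT cells for 48 hours at 37 degrees C. Cell viability came from CellTiter-Glo luminescence; curves were classified by r2, response magnitude and activity.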
KB-V1 MDR tox = qHTS assay for MDR1-selective chemotherapeutics: Primary screen using the drug-selected MDR subline cells KB-V1; 3.4% of 400,000 active; AID 1347076, 2019; KB-V1 MDR cells viability, CellTiter-Glo, 72 h; Potency, µM (highest dose often 46.1 µM), inactives show at the top dose activity change, negative = cytotoxicity, actives largely listed as cytotoxic; note: potency is the fitted concentration of half-maximal effect; % is set by controls: 0 for no effect and ±100 for the full control effect; nearly all actives have a fitted effect of over 60% in size
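KB-V1 cells (P-gp-expressing MDR subline of KB-3-1) in phenol-red-free DMEM with 10% FBS were exposed to library compounds over a concentration series for 72 h at 37 degrees C. Viability read by CellTiter-Glo luminescence; concentration-effect curves fitted after normalization.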
D3 ag = qHTS of D3 Dopamine Receptor Agonist: qHTS; D(3) dopamine receptor (Homo sapiens), P35462; AID 652048, 2013; D3R DiscoveRx beta-arrestin cells, luminescence, 90 min; 0.58% of 410,000 active; max activation, %; in the data active = max activation above about 30%; note: 0% is about no effect; mostly tested at two doses, the higher about 12 µM
Target sequence (P35462 whole entry, looked up): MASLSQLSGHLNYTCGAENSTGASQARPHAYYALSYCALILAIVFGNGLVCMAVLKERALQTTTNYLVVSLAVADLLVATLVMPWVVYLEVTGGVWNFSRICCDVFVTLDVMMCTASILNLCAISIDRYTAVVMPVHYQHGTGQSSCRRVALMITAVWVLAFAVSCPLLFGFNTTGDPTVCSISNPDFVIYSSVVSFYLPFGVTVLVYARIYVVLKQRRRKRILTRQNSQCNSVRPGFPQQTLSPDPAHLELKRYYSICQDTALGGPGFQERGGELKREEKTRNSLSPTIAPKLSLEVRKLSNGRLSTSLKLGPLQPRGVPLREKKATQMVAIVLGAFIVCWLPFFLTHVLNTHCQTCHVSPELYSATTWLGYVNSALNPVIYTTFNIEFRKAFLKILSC
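Cells at 1500/well, incubated overnight, then treated with pinned compounds (dopamine as control) for 90 min at 37 degrees C. DiscoveRx reagent added for 30 - 60 minutes at room temperature; luminescence read.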
Active calls of the source: *; ? = inconclusive; · = not tested or not shown; & = joins results of further samples; [ ] = remark or other dose. Unless noted, calls come from the whole dose curve; as a rule, active = well fitted curve in the direction sought with a large enough effect; inconclusive = small, poorly fitted or top-dose-only effect, or another doubt; inactive = no such curve, though single readings can be large; an effect the other way counts as inactive or inconclusive.

SMILES	IL-1B inflam inh	HT1080 IDH1KD tx	GLP1R cytotox	MCF10A rerep	SW480 rerep	KB-3-1 tox	HT1080NT lethal	KB-V1 MDR tox	D3 ag
Cc1cc(C(=O)OCC(=O)NCc2cccs2)c2ccccc2n1	15	4%	-10%	10%	28%	1%	-2%	-12%	-1
CC(OC(=O)CCc1nc2ccccc2c(=O)[nH]1)C(=O)c1ccc(C(C)(C)C)cc1 (stereo unspecified)	0	0%	10%	?	0%	13%	2%	?	8
CC1(C)CC(=O)C2=C(C1)OC(N)=C(C#N)C2c1ccccc1OC(=O)N1CCOCC1 (stereo unspecified)	-5	-1%	-9%	-2%	4%	9%	12%	6%	2
Cc1ccc(C(C)C)c(OCCNC(=O)c2cncc(Br)c2)c1	-8	-22%	26%	?	2%	-15%	-4%	?	3
O=S(=O)(c1ccc(Br)cc1Cl)N1CCCN(c2ccc(C(F)(F)F)cn2)CC1	-22	-2%	-16%	19%	-11%	?	-7%	?	-7
CCCCN(C)c1nnc(NC(=O)Nc2cccc(C(C)=O)c2)s1	·	·	4%	·	·	?	·	-3%	0
Cc1sc2nc3n(c(=O)c2c1C)CCCCC3	10	5%	-11%	21%	-7%	8%	2%	-17%	3
CC(=O)C(Cc1ccccc1)(Cc1ccccc1)C(C)=O	-5	-2%	-1%	-1%	-2%	?	16%	1%	4
Cc1ccc(NC(=O)C2C3C=CC4(O3)C2C(=O)N(CCCN2CCCCC2)C4C(=O)NC2CCCCC2)cc1C (stereo unspecified)	-4	-7%	-5%	-2%	-1%	-9%	-9%	-4%	-3
Cc1noc(C)c1S(=O)(=O)N(CC(=O)NCCc1ccccc1)c1ccc(C(C)C)cc1	17	7%	-1%&5%	-1%	-33%[inhibitor]	0%&-3%	4%	4%&-8%	-1&-2
CCN(CC)Cc1c(-c2ccccc2)[nH]c2ccc(C)cc2c1=O	-10	-22%	4%	5%	-6%	-12%	3%	?	16
COc1cccc(/C=N/NC(=O)CSc2nnc(C)n2-c2ccccc2)c1O	94	13µM*	-14%	?	?	?	?	3%	4
COc1ccc(N2CC(C(=O)NC3CC(C)(C)NC(C)(C)C3)CC2=O)cc1 (stereo unspecified)	1	1%	-2%	1%	-3%	1%	-7%	-1%	-2
CC(C)(C)c1ccc(OCc2ccc(C(=O)N/N=C3\CC4CC=CC34)cc2)cc1 (stereo unspecified)	49	?	9%	11%	0%	?	?	?	25
NC(=O)CNc1ncc(C(F)(F)F)cc1Cl	15	-5%	11%	1%	-22%	10%	-7%	4%	-8
Cc1ccc(C(=O)N2CCN(c3ccc(NC(=O)COc4ccccc4C)cc3)CC2)cc1	-64*	-28%	-31%	9%	4%	18µM*	-22%	?	14
CCOC(=O)c1nnn(CC(=O)N2N=C(c3cc(C)ccc3C)CC2c2ccc(OC)cc2)c1C(=O)OCC (stereo unspecified)	-8	-4%	-20%	7%	24%	3%	-13%	?	1
CC1CN(C(=S)c2cccc([N+](=O)[O-])c2)CC(C)O1 (stereo unspecified)	-7	-11%	-8%	7%	6%	-1%	14%	-11%	-10
Cn1cccc1C(=O)OCc1csc(-c2ccccc2)n1	6	-25%	5%	14%	-1%	-10%	-15%	-11%	-2
CC(NC(=O)c1ccccc1Cl)C(=O)OCc1cn2cc(Cl)ccc2n1 (stereo unspecified)	9	1%	-16%	-16%	-13%	2%	-2%	23%	2
CCOC(=O)C1CCN(Cc2ccc(O)c(OC)c2)CC1	-19	1%	1%	-1%	-10%	-2%	8%	-5%	6
CC(NC(=O)CCNC(=O)c1ccco1)c1ccccc1 (stereo unspecified)	-3	8%	21%	6%	5%	-3%	12%	3%	-2
CCc1ccccc1NC(=O)CCS(=O)(=O)c1ccc(Br)cc1	-5	1%	-4%	-23%	-7%	5%	0%	0%	1
Cc1cc(C)c(-c2csc(NC(=O)C3=COCCO3)n2)cc1C	-12	-12%	4%	?	13%	-4%	-3%	?	2
O=C(NCc1ccc(F)cc1)c1cnc2sccn2c1=O	-8	0%	3%	2%	-3%	1%	14%	?	0

Among those listed so far, these have fluorine:
SMILES	IL-1B inflam inh	HT1080 IDH1KD tx	GLP1R cytotox	MCF10A rerep	SW480 rerep	KB-3-1 tox	HT1080NT lethal	KB-V1 MDR tox	D3 ag
O=S(=O)(c1ccc(Br)cc1Cl)N1CCCN(c2ccc(C(F)(F)F)cn2)CC1	-22	-2%	-16%	19%	-11%	?	-7%	?	-7
NC(=O)CNc1ncc(C(F)(F)F)cc1Cl	15	-5%	11%	1%	-22%	10%	-7%	4%	-8
O=C(NCc1ccc(F)cc1)c1cnc2sccn2c1=O	-8	0%	3%	2%	-3%	1%	14%	?	0

The listing continues:
SMILES	IL-1B inflam inh	HT1080 IDH1KD tx	GLP1R cytotox	MCF10A rerep	SW480 rerep	KB-3-1 tox	HT1080NT lethal	KB-V1 MDR tox	D3 ag
COc1ccc(C(=O)CSc2nccc(=O)[nH]2)cc1	0	10%	-1%	-3%	-1%	-4%	7%	-1%	-9
CC1CCN(Cc2nnc(-c3cccc(Br)c3)o2)CC1	0	11%	14%	2%	-5%	-1%	16%	-11%	-8
COc1ccc(-c2cc(C(F)(F)F)nc(SCCC(=O)Nc3ccc(O)cc3)n2)cc1	·	·	-8%	·	·	-33%	·	?	3
CC(C)(C)OC(=O)N[C@@H](COCc1ccccc1)C(=O)N[C@@H](CO)[C@H](O)[C@@H]1C[C@@H]1C(=O)NC1CCCCC1	5	8%	-2%	1%	-5%	?	17%	-6%	3
CC(C)(C)OC(=O)NCCc1nnc(SCc2ccc(Cl)cc2)o1	25	1%	-9%	-1%	7%	-8%	1%	?	5
CN(C)N(Cc1ccccc1)C(=O)C(O)(c1ccccc1)c1ccccc1	-6	0%	-4%	23%	-2%	-3%	0%	-26%	-3
O=S(=O)(c1ccc(F)c(F)c1)N1CCN(Cc2ccc3c(c2)OCO3)CC1	-7	-4%	-1%	3%	-2%	1%	-1%	-8%	-11
COc1ccc(CN(CC2CCCO2)S(=O)(=O)c2ccc(C(=O)O)cc2)cc1OC (stereo unspecified)	16	4%	3%	-1%	-19%	3%	5%	-3%	1
COc1ccc(-c2ccc3oc(-c4ccsc4)cc3c2)cc1	25	22%	-21%	-4%	-4%	?	15%	40%	-4
COc1cccc(/C=C/C(=O)OCC(=O)NC2CCCCCC2)c1	1	9%	-9%	·	·	10%	-2%	?	5
O=C(Nc1ccccc1C(=O)N1CCCCC1)c1ccco1	16	0%	-7%	5%	0%	-3%	4%	-6%	6
CNC(=O)c1[nH]cnc1C(=O)NCC(=O)OCc1ccccc1	33	15%	0%	-5%	-1%	12%	10%	-9%	9
COc1cc(-c2nc(-c3cccc(C(F)(F)F)c3)no2)cc(OC)c1OC	1	0%	14%	?	-4%	?	7%	?	7
COc1cc(C(=O)N2CCN(S(=O)(=O)c3cccc(F)c3)CC2)ccc1OCC(=O)N1CCOCC1	-2	-1%	2%	2%	0%	-4%	0%	-1%	-13
CCC(C)NC(=O)CN1C(=O)c2cccc3cccc1c23 (stereo unspecified)	-1	2%	38%[activator]	1%	0%	-1%	-2%	?	2
CCCCOc1ccccc1P(=O)(O)CP(=O)(c1ccccc1)c1ccccc1	5	-2%	-6%	18%	?	11%	5%	0%	3
C=CCSc1nnc(CCCCCN2C(=O)c3cccc4cccc(c34)C2=O)o1	13	20%	?	?	-2%	32%	10%	?	6
COc1ccccc1N=C1SC(C(=O)Nc2cccc(Cl)c2Cl)C(N)=C1C(N)=O (stereo unspecified)	-23	?	?	12µM*	23µM*	?	15µM*	3.7µM*	7
COc1ccc(C(=O)N2CCN(CCNC(=O)C(=O)Nc3ccc(F)cc3)CC2)cc1	-5	-10%	9%	-2%	25%	-13%	-1%	-22%	-8
O=C(Nc1cccc(C(=O)O)c1)/C(=C/c1ccc([N+](=O)[O-])cc1)NC(=O)c1ccccc1	-15	8%	-8%	-3%	-3%	-1%	2%	-3%	-2
Nc1nc(-c2ccccc2)c(C(=O)Nc2ccccc2)s1	-18	-6%	1%	-1%	2%	-21%	-7%	7%	-3
O=C(Nc1ccc(Cl)cc1)C1C2C=CC3(O2)C1C(=O)N(CCN1CCCCC1)C3C(=O)NC1CCCCC1 (stereo unspecified)	?	-27%	-7%	-16%	5%	-11%	-30%	19%	-1
CCc1nc2ccc(C(=O)NCc3ccc(OC)cc3)cn2c1N(C)CCC(C)C	?	?	-1%	·	·	-18%	?	?	-5
CCOC(=O)CNC(=O)CN1CCC(c2nc3ccccc3[nH]2)CC1	5	0%	-6%	-12%	-1%	8%	0%	11%	-3
O=C(Cn1nc(-c2ccc(Cl)cc2)ccc1=O)NCc1ccccc1Cl	·	·	0%	·	·	-2%	·	?	-12
CN(C(=O)c1ccc(Cl)c([N+](=O)[O-])c1)C1(C)CCS(=O)(=O)C1 (stereo unspecified)	?	2%	-3%	-4%	-42%[inhibitor]	2%	4%	17%	3
COc1ccccc1OCC(=O)OCC(=O)NCCN1C(=O)CSC1=O	-10	1%	13%	0%	-11%	-1%	-2%	-4%	-1
COC(=O)[C@@]12C[C@@H](CC(=O)N3CCC(c4ccccc4)CC3)C(=O)N(Cc3cccc4ccccc34)C1=CCC(C)(C)C2	-17	-15%	0%	·	·	-14%	-14%	-24%	-1

Screens as filed in PubChem BioAssay.
